Kir21 block – inhibitors of mouse Kir2.1 inward-rectifier potassium channel; AID 1672, 2009; 310,000 compounds, 0.85% hits; HEK293-Kir2.1, FluxOR thallium flux fluorescence; stronger effect = lower value; Inward rectifier potassium channel 2 (Mus musculus), P35561; B-score at 10 µM;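 active means fluorescence ratio B-score at or below minus 3 SD of library scores, with starting-brightness B-score within 2 SD, cut at about -4.2 in these data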;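 further: channel flux triggered by added potassium and thallium sulfate stimulus; B-score of peak minus minimum fluorescence over baseline after thallium stimulus; more negative B-score means stronger Kir2.1 block with less thallium influx; some compounds called inactive have numbers as strong as hits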
KCNQ2 block – KCNQ2 potassium channel inhibitors, primary screen, cell-based, CHO-K1, FluxOR thallium flux, B-score (AID 2156) | B-score at 10 µM | Potassium voltage-gated channel subfamily KQT member 2 (Rattus norvegicus), O88943 | 310,000 compounds, 1.1% hits | 20 min; stronger effect = lower value;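 active means fluorescence ratio B-score at most minus 3 library SDs, with starting brightness B-score within 2 library SDs, cut at about -5.5 in these data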
Target sequence (O88943 whole entry, looked up): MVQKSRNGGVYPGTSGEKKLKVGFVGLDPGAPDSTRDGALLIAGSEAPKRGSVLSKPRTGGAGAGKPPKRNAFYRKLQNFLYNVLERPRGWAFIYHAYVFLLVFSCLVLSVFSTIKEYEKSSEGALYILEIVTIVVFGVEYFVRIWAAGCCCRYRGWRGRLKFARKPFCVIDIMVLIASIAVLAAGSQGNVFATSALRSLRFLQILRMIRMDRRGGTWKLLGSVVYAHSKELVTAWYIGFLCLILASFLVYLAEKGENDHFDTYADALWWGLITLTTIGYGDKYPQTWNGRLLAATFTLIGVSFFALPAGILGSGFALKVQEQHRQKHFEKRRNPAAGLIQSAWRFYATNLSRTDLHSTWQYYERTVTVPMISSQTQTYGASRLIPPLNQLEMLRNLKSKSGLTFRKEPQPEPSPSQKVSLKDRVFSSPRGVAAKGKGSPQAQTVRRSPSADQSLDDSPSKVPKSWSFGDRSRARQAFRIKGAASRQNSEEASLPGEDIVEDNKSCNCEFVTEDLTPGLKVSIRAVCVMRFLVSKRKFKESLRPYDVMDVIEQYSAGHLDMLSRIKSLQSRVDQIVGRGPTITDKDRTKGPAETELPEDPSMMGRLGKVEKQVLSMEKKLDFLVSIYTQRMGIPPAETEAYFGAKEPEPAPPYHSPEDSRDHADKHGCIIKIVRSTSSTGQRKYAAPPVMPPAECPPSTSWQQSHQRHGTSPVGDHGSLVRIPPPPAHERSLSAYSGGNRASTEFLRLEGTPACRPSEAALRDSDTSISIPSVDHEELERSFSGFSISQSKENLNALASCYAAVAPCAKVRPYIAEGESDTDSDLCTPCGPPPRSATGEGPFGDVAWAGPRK
CHT inh – inhibitors of human choline transporter CHT; High affinity choline transporter 1 (Homo sapiens), Q9GZV3; B-score at 10 µM; CHT-expressing cells, membrane potential dye, choline response; stronger effect = lower value; 310,000 compounds, 0.86% hits; AID 488975, 2010;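 active means B-score over 3 SD under the library average, and starting fluorescence ratio not unusually high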;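 further: choline stimulus applied at its EC90 after an EC20 pre-addition; B-score computed on integrated fluorescence ratio after choline addition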
* marks the source's active call; other numbers are inactive results.

Screening CCCCCOc1ccc(C(O)C(CN2CCOCC2)c2ccccc2)cc1 (stereo not given) returned Kir21 block -1.02, KCNQ2 block inactive and CHT inh inactive.
Screening COc1ccc(NC(=O)Nc2c(C)n(-c3ccccc3)c(=O)n2C)cc1OC returned Kir21 block -2.89, KCNQ2 block inactive and CHT inh inactive.
For CCC(C)C(NC(C)=O)C(=O)NC(=O)NC(c1ccccc1)c1ccccc1 (stereo not given) the results were Kir21 block 1.59, KCNQ2 block inactive and CHT inh inactive.
`Clc1ccc(-n2nnnc2CN2CCOCC2)cc1Cl` gave Kir21 block -1.81, KCNQ2 block inactive and CHT inh inactive.
`CCn1c(=O)c(C(=O)Nc2ccccn2)c(O)c2ccccc21` gave Kir21 block -0.02, KCNQ2 block inactive and CHT inh inactive.
`NC(=S)NN=C1c2cc(OCCN3CCOCC3)ccc2-c2ccc(OCCN3CCOCC3)cc21` gave Kir21 block -0.85, KCNQ2 block inactive and CHT inh inactive.
Screening CC(Sc1nc2ccccc2c(=O)n1C)C(=O)N(C)C1CCCCC1 (stereo not given) returned Kir21 block -0.96, KCNQ2 block inactive and CHT inh inactive.
CCOc1ccc(-c2nnc(NC(=O)c3ccc(OCC(C)C)c(OC)c3)o2)cc1 was read as Kir21 block -1.08, KCNQ2 block inactive and CHT inh inactive.
For Cc1nc(SCc2ccc(Cl)cc2)ncc1C(=O)O the results were Kir21 block 2.49, KCNQ2 block inactive and CHT inh inactive.
For O=C(CNC(=O)c1cccc(F)c1)OCc1cc(=O)n2cc(Br)ccc2n1 the results were Kir21 block -0.71, KCNQ2 block inactive and CHT inh inactive.
Screening O=C(CNC(=O)c1ccco1)OCc1c(F)cccc1Cl returned Kir21 block 0.48, KCNQ2 block inactive and CHT inh inactive.
For c1ccc(CNc2ccc(CNc3ncn[nH]3)cc2)cc1 the results were Kir21 block 1.05, KCNQ2 block inactive and CHT inh inactive.
Screening COc1ccc(C(O)c2nccn2C)cc1 (stereo not given) returned Kir21 block 2.18, KCNQ2 block inactive and CHT inh inactive.
For Cc1cccc(N2CCN(C(=O)NCc3ccc(Cl)cc3)CC2)c1 the results were Kir21 block -1.23, KCNQ2 block inactive and CHT inh inactive.
Screening COc1cc(C(=O)NCCc2ccc(F)cc2)ccc1OCC(=O)N1CCOCC1 returned Kir21 block 1.14, KCNQ2 block inactive and CHT inh inactive.
For COc1ccc(N2CCN(CCNC(=O)C3CCN(S(=O)(=O)c4cccs4)CC3)CC2)cc1 the results were Kir21 block 0.87, KCNQ2 block inactive and CHT inh inactive.
`COc1c(Cl)cc(C(=O)NN)cc1Cl` gave Kir21 block -0.01, KCNQ2 block inactive and CHT inh inactive.
Screening CS(=O)(=O)Nc1cccc(C2=NN(C(=O)c3ccc(F)cc3)C(c3cccs3)C2)c1 (stereo not given) returned Kir21 block -1.19, KCNQ2 block inactive and CHT inh inactive.
`Cc1nc(N/N=C/c2ccc(O)cc2O)cc(N2CCOCC2)n1` gave Kir21 block 0.27, KCNQ2 block inactive and CHT inh inactive.
For C=CCN1C(=O)C2(OCCO2)c2cc(C)ccc21 the results were Kir21 block 0.97, KCNQ2 block inactive and CHT inh inactive.
Screening COc1ccc(CCNC(=O)[C@@H](NC(=O)c2ccccc2F)C(C)C)cc1OC returned Kir21 block 1.42, KCNQ2 block inactive and CHT inh inactive.
For CC1(C)CCCC2=C1CC1C(=O)N(c3ccccc3)C(=O)C1C2 (stereo not given) the results were Kir21 block -0.84, KCNQ2 block inactive and CHT inh inactive.
Screening Cc1ccccc1COC[C@H](CC(C)C)N1CCN(C(=O)c2cccc(C(F)(F)F)c2)CCC1=O returned Kir21 block 0.37, KCNQ2 block -6.86* and CHT inh inactive.
For COc1cccc(-n2c(-c3cccc(S(=O)(=O)N(C)C)c3)n[nH]c2=S)c1 the results were Kir21 block 1.92, KCNQ2 block inactive and CHT inh inactive.
Screening Nc1nc(SCC(=O)Nc2ccccc2C(F)(F)F)[nH]c(=O)c1-c1ccccc1 returned Kir21 block -0.55, KCNQ2 block inactive and CHT inh inactive.
For Cc1ccc(NC(=O)CCNS(=O)(=O)c2ccc3[nH]c(=O)oc3c2)cc1 the results were Kir21 block 1.45, KCNQ2 block inactive and CHT inh inactive.
Screening O=C(NCCN1CCOCC1)C(=O)NCC1CCCO1 (stereo not given) returned Kir21 block 3.42, KCNQ2 block inactive and CHT inh inactive.
CCN(c1ccccc1)S(=O)(=O)c1ccc(C(=O)N2CC(C)CC(C)C2)cc1 (stereo not given) was read as Kir21 block 0.41, KCNQ2 block inactive and CHT inh inactive.
`Cc1cccc(CN2CCC(n3nccc3NC(=O)CCCc3ccccc3)CC2)n1` gave Kir21 block -2.35, KCNQ2 block inactive and CHT inh inactive.
CCCCNC(=O)c1onc(CSc2ccc(F)c(F)c2)c1C(=O)O was read as Kir21 block -0.04, KCNQ2 block inactive and CHT inh inactive.
CCCc1cc(C(=O)NCc2cccnc2)no1 was read as Kir21 block 1.32, KCNQ2 block inactive and CHT inh inactive.
CC1(c2ccccc2)NC(=O)N(CC(=O)Nc2nnc(C3CC3)s2)C1=O (stereo not given) was read as Kir21 block -0.81, KCNQ2 block inactive and CHT inh inactive.
`O=C(Nc1ccc(OCC(=O)N2CCOCC2)cc1)Nc1cccc(Cl)c1` gave Kir21 block 1.08, KCNQ2 block inactive and CHT inh inactive.
`CC1CN(C(=S)Nc2cccc([N+](=O)[O-])c2)CC(C)O1` (stereo not given) gave Kir21 block 0.29, KCNQ2 block inactive and CHT inh inactive.
`CCC(C)NC(=O)c1cnn2c(C)c3c(nc12)CCCC3` (stereo not given) gave Kir21 block 1.45, KCNQ2 block inactive and CHT inh inactive.
Screening COc1ccc(C(=O)NN2C(=O)C3C(c4ccccc4)C=CC(c4ccccc4)C3C2=O)cc1 (stereo not given) returned Kir21 block -3.66, KCNQ2 block inactive and CHT inh inactive.
For Cn1cc(CN2CCC(n3nccc3NC(=O)CCOc3ccccc3)CC2)cn1 the results were Kir21 block -1.42, KCNQ2 block inactive and CHT inh inactive.
Screening CCCCc1nc2ccccc2c(C(=O)O)c1C returned Kir21 block 0.81, KCNQ2 block inactive and CHT inh inactive.
For CNC(=O)c1c(NC(=O)c2ccco2)sc2c1CCCC2 the results were Kir21 block -0.4, KCNQ2 block inactive and CHT inh inactive.
CC1CN(C(=S)NC(=O)c2cccc([N+](=O)[O-])c2)CC(C)O1 (stereo not given) was read as Kir21 block 0.05, KCNQ2 block inactive and CHT inh inactive.
For COCCCNC(=S)N1CCC(NC(=O)c2ccco2)CC1 the results were Kir21 block 0.85, KCNQ2 block inactive and CHT inh inactive.
For Cc1ccccc1NC(=O)Cc1nc(COC(=O)c2cc(Cl)ccc2O)cs1 the results were Kir21 block -1.16, KCNQ2 block inactive and CHT inh inactive.
Screening O=C(COc1coc(CN2CCN(c3ccccc3F)CC2)cc1=O)N1CCc2ccccc21 returned Kir21 block 1.05, KCNQ2 block inactive and CHT inh inactive.
O=C(Nc1cccnc1)C12CC3CC(CC(C3)C1)C2 was read as Kir21 block 1.28, KCNQ2 block inactive and CHT inh inactive.
For NNC(=O)COc1ccccc1F the results were Kir21 block 1.25, KCNQ2 block inactive and CHT inh inactive.
Screening S=C(NCc1ccco1)N1CCN(c2ccc(Cl)cc2)CC1 returned Kir21 block 1.5, KCNQ2 block inactive and CHT inh inactive.
For O=C(CN1C(=O)c2ccccc2C1=O)OCC(=O)c1ccc(F)cc1 the results were Kir21 block -0.59, KCNQ2 block inactive and CHT inh inactive.
Screening Cc1c(C(=O)N2CCCCC2)nnn1-c1nonc1N returned Kir21 block -0.8, KCNQ2 block inactive and CHT inh inactive.
`COc1cc2c(ccc3cc(OC)c(OC)c(O)c32)cc1O` gave Kir21 block -1.6, KCNQ2 block inactive and CHT inh inactive.
`CC(=O)O[C@H]1CSC[C@H]1NC(=O)c1ccccc1` gave Kir21 block -1.01, KCNQ2 block inactive and CHT inh inactive.
`O=c1c2cc(N3CCOCC3)ccc2[nH]c(=S)n1CC1CCCO1` (stereo not given) gave Kir21 block -0.8, KCNQ2 block inactive and CHT inh inactive.
CC1CCCC(C)N1C(=O)COC(=O)c1ccc(O)cc1 (stereo not given) was read as Kir21 block -0.25, KCNQ2 block inactive and CHT inh inactive.
For Cc1ccnc(NC(=O)C2CCN(S(=O)(=O)c3ccc4ccccc4c3)CC2)c1 the results were Kir21 block -0.35, KCNQ2 block inactive and CHT inh inactive.
For CCCc1nn2c(=O)cc(CSCC(=O)Nc3ccccc3OC)nc2s1 the results were Kir21 block 0.2, KCNQ2 block inactive and CHT inh inactive.
N=C1/C(=C\c2coc3ccccc3c2=O)C(=O)N=C2SC(c3ccncc3)=NN12 was read as Kir21 block -11.9, KCNQ2 block inactive and CHT inh inactive.
Screening O=C(O)COc1ccccc1/C=N/NC(=O)CSc1nnc(-c2ccc(Cl)cc2)n1C1CCCCC1 returned Kir21 block 1.08, KCNQ2 block inactive and CHT inh inactive.
CC(=O)c1cccc(NC(=O)N2CCCC2C(=O)Nc2cccc(C)c2)c1 (stereo not given) was read as Kir21 block 0.47, KCNQ2 block inactive and CHT inh inactive.
`O=C(OCc1cc2ccccc2[nH]c1=O)c1cccs1` gave Kir21 block 1.07, KCNQ2 block inactive and CHT inh inactive.
Screening O=S(=O)(Nc1nc2ccccc2nc1N1CCN(c2ccccc2F)CC1)c1ccc(Cl)cc1 returned Kir21 block 2.24, KCNQ2 block inactive and CHT inh inactive.
Screening Cc1nc2ccc(S(=O)(=O)NCC(=O)NC(C)c3ccccc3)cc2s1 (stereo not given) returned Kir21 block -0.75, KCNQ2 block inactive and CHT inh inactive.

The closing 2 records of the part before come first, to join the parts.
Screening O=S(=O)(Nc1nc2ccccc2nc1N1CCN(c2ccccc2F)CC1)c1ccc(Cl)cc1 returned Kir21 block 2.24, KCNQ2 block inactive and CHT inh inactive.
Screening Cc1nc2ccc(S(=O)(=O)NCC(=O)NC(C)c3ccccc3)cc2s1 (stereo not given) returned Kir21 block -0.75, KCNQ2 block inactive and CHT inh inactive.
CN(C)C(CNC(=O)/C=C/c1cccc(Cl)c1)c1ccccc1 (stereo not given) was read as Kir21 block -0.64, KCNQ2 block inactive and CHT inh inactive.
For Cc1noc(C)c1C(=O)N1CCCc2ccccc21 the results were Kir21 block -0.05, KCNQ2 block inactive and CHT inh inactive.
Cc1ccc(CSCc2nc3ccccc3[nH]2)cc1 was read as Kir21 block -0.6 and KCNQ2 block inactive.
O=C(O)c1ccc(NS(=O)(=O)c2cccc(C(=O)Nc3ccc(Br)cc3)c2)cc1 was read as Kir21 block 0.04, KCNQ2 block inactive and CHT inh inactive.
Cc1ccc2c(c1)c1c3n2CCCN(Cc2ccccc2)C3CCC1 (stereo not given) was read as Kir21 block 0.14, KCNQ2 block inactive and CHT inh inactive.
`Cc1c(NC(=O)C(C)Sc2nnc(-c3ccccc3)o2)c(=O)n(-c2ccccc2)n1C` (stereo not given) gave Kir21 block 0.78, KCNQ2 block inactive and CHT inh inactive.
Cc1cc(SCC(=O)OCC(=O)N2CCN(C(=O)c3ccco3)CC2)c(C)cc1Br was read as Kir21 block 0, KCNQ2 block inactive and CHT inh inactive.
`CCOc1cccc(-c2nc3cc(C)ccc3o2)c1` gave Kir21 block 0.03, KCNQ2 block inactive and CHT inh inactive.
Screening O=C(O)COc1ccc(NC(=O)C(c2ccccc2)c2ccccc2)cc1 returned Kir21 block 1.33, KCNQ2 block inactive and CHT inh inactive.
COc1ccc(NC(=O)CSc2nc(C)cc(C(F)(F)F)n2)cc1 was read as Kir21 block -0.71, KCNQ2 block inactive and CHT inh inactive.
`C=CCn1c(SCC(C)=O)nc2scc(-c3ccco3)c2c1=O` gave Kir21 block 0.23, KCNQ2 block inactive and CHT inh inactive.

Random excerpt: 5 records from the list.
`Cc1c(NC(=O)C(C)Sc2nnc(-c3ccccc3)o2)c(=O)n(-c2ccccc2)n1C` (stereo not given) gave Kir21 block 0.78, KCNQ2 block inactive and CHT inh inactive.
Cc1ccc2c(c1)c1c3n2CCCN(Cc2ccccc2)C3CCC1 (stereo not given) was read as Kir21 block 0.14, KCNQ2 block inactive and CHT inh inactive.
O=C(O)c1ccc(NS(=O)(=O)c2cccc(C(=O)Nc3ccc(Br)cc3)c2)cc1 was read as Kir21 block 0.04, KCNQ2 block inactive and CHT inh inactive.
CN(C)C(CNC(=O)/C=C/c1cccc(Cl)c1)c1ccccc1 (stereo not given) was read as Kir21 block -0.64, KCNQ2 block inactive and CHT inh inactive.
Cc1ccc(CSCc2nc3ccccc3[nH]2)cc1 was read as Kir21 block -0.6 and KCNQ2 block inactive.
